# Compound activity: PubChem, National Center for Advancing Translational Sciences (NCATS)
# IP6K1 inhibitor – blocks human inositol hexakisphosphate kinase 1 | Q92551 | activity change, % (series mostly up to about 58 µM) | IP6K1 kinase, ADP-Glo luminescence, 2 h; stronger effect = lower value | 140,000 compounds, 0.81% hits; in the data active means activity change below about -25%
# Target sequence (Q92551 whole entry, looked up): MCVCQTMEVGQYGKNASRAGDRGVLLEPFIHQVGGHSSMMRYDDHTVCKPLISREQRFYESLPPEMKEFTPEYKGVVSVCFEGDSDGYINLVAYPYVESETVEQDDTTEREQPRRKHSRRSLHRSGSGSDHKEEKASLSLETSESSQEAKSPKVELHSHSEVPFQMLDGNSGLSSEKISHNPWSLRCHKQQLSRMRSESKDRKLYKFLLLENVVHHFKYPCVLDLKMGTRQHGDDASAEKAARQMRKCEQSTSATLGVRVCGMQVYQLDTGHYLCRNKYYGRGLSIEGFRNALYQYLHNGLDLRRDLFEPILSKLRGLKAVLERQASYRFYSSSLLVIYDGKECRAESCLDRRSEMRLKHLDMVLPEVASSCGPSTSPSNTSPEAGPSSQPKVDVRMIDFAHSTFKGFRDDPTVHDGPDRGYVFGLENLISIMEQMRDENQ
#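 ADP-Glo luminescence measures ADP made by human IP6K1 during a 2 h RT reaction with ATP/IP6 (mix at 1.3 mM/130 uM); top library doses 57.5 and 19.1 uM final.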
# SNCA expr inh – reduces expression of the alpha-synuclein gene; HEK-293 SNCA-luciferase knock-in, luminescence, 24 h; Potency, µM (highest dose often 57.2 µM), for the others: at the top dose activity change, negative = inhibition, actives largely listed as inhibitors; 140,000 compounds, 0.17% hits;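 further: potency means the concentration at half of the fitted maximal effect; plate controls were DMSO cells for no effect and cell-free wells for full effect; nearly all actives have a fitted effect of over 45% in size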
# NIH3T3 tox – kills NIH 3T3 cells. Potency, µM (doses to about 96.7 µM), for inactives: at the top dose activity change, negative = cytotoxicity, hits mostly inhibitors. NIH 3T3 viability, CellTiter-Glo ATP luminescence, 48-72 h. 94,000 compounds, 4.3% hits; further: potency means the concentration at half of the fitted maximal effect; nearly all actives have a fitted effect of over 55% in size
#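 Cytotoxicity is measured as loss of cellular ATP: NIH 3T3 cells (400/well) are exposed to compound for 48 or 72 hr at 37 °C, then CellTiter-Glo luminescence is imaged after 10 min at room temperature.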
# HEK cytotox – HEK 293 cell cytotoxicity; HEK 293 viability, ATP luminescence (CellTiter-Glo), 48-72 h; Potency, µM (highest dose often 115 µM), for inactives: at the highest dose activity change, negative = cytotoxicity, hits mostly inhibitors; 94,000 compounds, 6.6% hits; AID 1345083; further: potency means the concentration at half of the fitted maximal effect; nearly all actives have a fitted effect of over 60% in size
#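 HEK 293 cells seeded at 250 cells/well were exposed to compound for 48 or 72 hr at 37 degree Celsius. Viability taken as ATP content by CellTiter-Glo luminescence.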
# Luciferase inh – inhibitors of firefly (Photinus pyralis) luciferase; purified P. pyralis luciferase, luminescence, biochemical; Potency, µM (top dose mostly 115 µM), without a hit: top-dose activity change, negative = inhibition, usual class: inhibitors; 76,000 compounds, 2.5% hits; AID 1347043; further: potency means the concentration at half of the fitted maximal effect; nearly all actives have a fitted effect of over 65% in size
#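 Purified P. pyralis luciferase (10nM final) in 50mM Tris acetate pH 7.5, 10mM Mg acetate, 0.01% Tween-20, 0.05% BSA with 10uM D-luciferin and 10uM ATP. Compounds titrated qHTS. Luminescence imaged on CCD.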
# GPT2 inhibitor – inhibitors of human GPT2 alanine aminotransferase | Q8TD30 | Recombinant GPT2, coupled pyruvate oxidase/HRP Amplex Red fluorescence | Potency, µM (highest dose often 57.7 µM), inactives show at the highest dose activity change, negative = inhibition, most hits filed as inhibitors | 100,000 compounds, 0.25% hits | AID 1671188; further: potency means the concentration at half of the fitted maximal effect; nearly all actives have a fitted effect of over 60% in size; many of its hits are not listed in these tables
# Target sequence (Q8TD30 whole entry, looked up): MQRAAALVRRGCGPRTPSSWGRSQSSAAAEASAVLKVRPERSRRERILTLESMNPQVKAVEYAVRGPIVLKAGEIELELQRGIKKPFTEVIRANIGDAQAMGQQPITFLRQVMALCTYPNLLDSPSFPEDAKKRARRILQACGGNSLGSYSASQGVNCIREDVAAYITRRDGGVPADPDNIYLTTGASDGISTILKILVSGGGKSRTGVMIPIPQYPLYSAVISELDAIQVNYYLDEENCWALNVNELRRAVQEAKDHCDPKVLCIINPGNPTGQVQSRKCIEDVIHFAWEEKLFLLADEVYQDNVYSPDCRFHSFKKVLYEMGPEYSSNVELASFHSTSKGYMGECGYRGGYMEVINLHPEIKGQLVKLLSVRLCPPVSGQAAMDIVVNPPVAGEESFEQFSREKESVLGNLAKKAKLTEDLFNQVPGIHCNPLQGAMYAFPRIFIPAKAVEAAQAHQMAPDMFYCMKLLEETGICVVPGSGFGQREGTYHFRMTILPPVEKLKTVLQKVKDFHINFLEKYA
#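 Inhibition is scored from Amplex Red fluorescence generated when pyruvate oxidase and HRP act on pyruvate released by GPT2. Reactions contain 10ng/uL enzyme, 250uM a-KG and 2mM L-alanine and run 30 min at room temperature.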
# SNCA viab count – counter-screen for SNCA expression inhibitors: cell viability; HEK-293-SNCA-luc viability, GF-AFC fluorescence, 24 h; 150,000 compounds, 0.12% hits; AID 1671193; Potency, µM (top dose mostly 57.1 µM), inactives show top-dose activity change, negative = cytotoxicity, most hits filed as cytotoxic;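 further: potency means the concentration at half of the fitted maximal effect; 0% = DMSO-treated cells and -100% = medium-only wells without cells; nearly all actives have a fitted effect of over 30% in size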
#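 Cytotoxicity counterscreen: after 24 h compound treatment of genome-edited SNCA-luciferase HEK-293 cells, live-cell protease substrate GF-AFC read by fluorescence after 30 min; activity scaled between DMSO (0%) and medium-only (-100%), curves Hill-fitted.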
# Active calls of the source: *; i = inactive; ? = inconclusive; nt = not tested or not shown; [ ] = dose if it differs, or a comment. Unless noted, the call rests on the fitted dose curve; in most records, active means well fitted curve in the direction sought with a large enough effect; inconclusive means small, poorly fitted or top-dose-only effect, or another doubt; inactive means no such curve, though single readings can be large; an effect the other way counts as inactive or inconclusive. Unless noted, on the % scale 0 is the no-effect control and ±100 the full control effect.
SMILES,IP6K1 inhibitor,SNCA expr inh,NIH3T3 tox,HEK cytotox,Luciferase inh,GPT2 inhibitor,SNCA viab count
CCOC(=O)c1[nH]c(C)c(C(=O)NC(CC)Cc2ccccc2)c1C (centres undefined),8,71%[activator],nt,nt,nt,nt,-7%
C[C@@]1(O)CCN(C(=O)c2cccc(-c3cccc(F)c3)c2)C[C@@H]1O,-16,?,-7%,i,0%,-4%,-7%
COCCNC(=O)[C@@H]1C[C@H](Oc2ccccc2)CN1C(=O)Cc1c[nH]c2ccccc12,-4,5%,-5%,i,0%,?,-3%
CC(C)c1ccc(NC(c2nnc(-c3ccccc3)o2)c2ccc(F)cc2Cl)cc1 (centres undefined),-5,-12%,nt,nt,nt,nt,15%
Cc1ccc(NC(=O)c2cnn3c2NC(c2ccccc2)=CC3c2ccccc2)cc1 (centres undefined),-9,?,nt,nt,nt,nt,?
Cc1ccc(OCC(=O)Nc2c(C(=O)c3ccc(Cl)cc3)oc3ccccc23)cc1C,26,12%,nt,nt,nt,nt,-3%
CN(CCCNC(=O)Cn1ncc2c([nH]c3ccccc32)c1=O)Cc1ccccc1,-1,0%,nt,nt,nt,nt,-7%
COc1ccccc1CN1CCNc2cnc(OCc3cccnc3)cc2C1,-24,-5%[87.6 µM],-15%[138 µM],?,1%[172 µM],-7%[88.5 µM],-5%[87.6 µM]
COC(=O)c1c(NC(C)=O)c2cc(NC(C)CCO)cnc2n1CC1CCCO1 (centres undefined),8,0%,i,-4%,5%,?,?
O=C(Nc1cccc(OCc2cc(=O)n3c4c(sc3n2)CCCC4)c1)c1ccc(F)cc1,4,47%[activator],nt,nt,nt,nt,-2%
CC(C)C[C@@H](N)[C@H](O)C(=O)N[C@H](C(=O)N[C@H](C(=O)N[C@@H](CC(=O)O)C(=O)O)C(C)C)C(C)C,nt,40%[activator],nt,nt,nt,i,?
COc1cccc(-c2nc(-c3ccc(Br)o3)no2)c1,-5,-53%,nt,nt,nt,nt,0%
CCOC(=O)C[C@@H]1C[C@@H](C(C)C)[C@H](CNC(=O)c2ccncc2)C=C1C,-14,-26%[87.6 µM],?,89µM*,0%[172 µM],-15%[88.5 µM],-14%[87.6 µM]
COc1cccc(-c2cc3c(=O)n(CCNC(=O)c4ccccc4Cl)ccn3n2)c1,-8,43%[activator],-24%,?,13µM*,i,-9%
COc1ccc(Cl)cc1NC(=O)CSc1nc2c(oc3ccccc32)c(=O)n1Cc1ccco1,30,18%,nt,nt,nt,nt,11%
Cc1cc(C)cc(-c2ccc(CN3CCCC3C(=O)NCCCc3ccccc3)cc2)c1 (centres undefined),-3,5%,?,?,nt,1%,-1%
CN1CC(c2ccccc2)CC2(CCN(C(=O)CCCn3ccnc3)CC2)C1 (centres undefined),17,4%,?,?,3%,-9%,0%
COc1ccc(CN(C)C2CCOc3ccccc32)cc1 (centres undefined),-8,-5%[87.6 µM],-25%[138 µM],?,-4%[172 µM],5%[88.5 µM],16%[87.6 µM]
Cc1cc(C(=O)NCC23CCCC=C2N(C)C(=O)CC3)n(C)n1 (centres undefined),-13,-21%,1%,-1%,17%,i,3%
COc1ccc(C(=O)N[C@@H]2CCC[C@@H]2C(=O)NCCCN(C)C)cn1,3,-14%,-10%,-18%,-6%,-22%,?
Cc1ccc(-c2noc([C@@H]3Cc4nc[nH]c4CN3Cc3ccccc3)n2)cc1,-16,?,79µM*,100µM*,?,-5%[88.5 µM],-14%[87.6 µM]
COc1ccccc1-c1cccc(C(=O)N2CCC[C@H]2C(=O)N(C)C)c1,2,?,-10%,0%,nt,i,3%[12.5 µM]
Cc1cccc(Cn2nnc3c(=O)[nH]c(C4CCCN(C(=O)c5ccccc5Cl)C4)nc32)c1 (centres undefined),6,-12%,nt,nt,nt,nt,-15%
Clc1ccc(-c2noc(-c3cccnc3N3CCN(c4ccccc4)CC3)n2)cc1,-1,15%,nt,nt,nt,nt,6%
O=C(CC1CCNC1)NC1CC1 (centres undefined),-15,18%,-1%,9%,-6%,i,-15%[12.5 µM]
CCCNC(=O)NCCc1ncc(C)n1CC1CC1,3,-17%,4%,-3%,0%,-9%,-1%
O=[S+]1([O-])NC2(CCN(Cc3cccc4ccccc34)CC2)CNc2ccccc21,17,-6%,?,40µM*,-3%,2%,0%
CCCCN(C)CCNC(=O)Cn1ncc2c3ccccc3n(CCC)c2c1=O,6,20%,nt,nt,nt,nt,-22%
O=C(c1ccc(F)cc1)N1CCC(C(=O)N2CCC(N3CCCC3=O)CC2)CC1,0,-21%,i,-6%,nt,-4%,10%
COc1ccc(CNC(=O)CN2C(=O)CCCc3ccccc32)cc1,8,1%,nt,nt,nt,nt,11%
O=C(NC1CCCC1)N1CC(Oc2ccccc2-c2nc(-c3ccccc3)no2)C1,-3,?,32µM*,?,-6%,i,-29%
CC1=C[C@@H](CN(C)CCc2ccccn2)[C@H](C(C)C)C[C@H]1Cc1nnc(-c2ccccc2)o1,8,-28%,?,?,2%,2%,?
O=C(c1ccc2c(c1)OCCO2)N(Cc1cccnc1)c1nc2c(F)cc(F)cc2s1,4,79%[activator],nt,nt,nt,nt,-27%
Cc1cn2nc(C(=O)NC3CCCC3)cc2c(N2CCCC2)n1,-16,19%,-33%,?,-1%,i,9%
O=C(c1ccc(Cl)nc1)N1CCC2(CC1)CC(Cc1ccccc1)=NO2,-11,27%,-14%,-25%,3%,1%,6%
Cc1cccc(C(=O)Nc2c3c(nn2-c2ccc(Cl)cc2)CS(=O)(=O)C3)c1,25,-2%,nt,nt,nt,nt,-8%
COc1ccc(NC(=O)CC2C(=O)N(c3ccc(OC)cc3)C(=O)N2C2CCCCC2)cc1 (centres undefined),-4,82%[activator],nt,nt,nt,nt,-15%
C[S+](=O)([O-])c1ccc(-c2nc(C(=O)NCc3ccc(F)cc3)n3ccccc23)cc1,-16,-15%,1%,-1%,nt,-2%,2%
O=C(NCc1cccc(C(F)(F)F)c1)c1nc2sccn2c1-c1cccc(C(F)(F)F)c1,7,?,?,35µM*,nt,i,8%
COC1CN(c2cccc(F)c2)C12CCN(C(=O)CC1CCCC1)CC2 (centres undefined),-5,-14%,?,?,-9%,-13%,1%
COCCCNC(=O)c1ccc2c(c1)n(Cc1ccc(OC)cc1)c(=O)c1ccnn12,0,5%,?,?,-9%,i,12%
Cc1ccc2nc(N(Cc3cccnc3)C(=O)C3COc4ccccc4O3)sc2c1 (centres undefined),5,37%[activator],nt,nt,nt,nt,-6%
CCCN1CCN(c2ncc3c(n2)CCN(Cc2ccc(OC)c(OC)c2OC)C3)CC1,0,-19%,nt,nt,nt,nt,-11%
COc1ccccc1NS(=O)(=O)c1cn(C)c(C)n1,-24,21%,nt,nt,nt,nt,3%
COc1ccc(C(=O)N2CCN(CC3CC3)[C@@H]3CS(=O)(=O)C[C@@H]32)c(C)c1,-8,6%,i,i,-1%,3%,9%
CCn1cc(S(=O)(=O)N2C[C@@H](Oc3cccnc3)C[C@H]2C(N)=O)cn1,4,45%[activator],-16%,-10%,2%,4%,8%
CC(C)(CC(=O)O)CC(=O)N1Cc2[nH]cnc2C[C@H]1c1nc(-c2ccncc2)no1,23,-7%[87.6 µM],-5%[174 µM],i,12%[172 µM],2%[88.5 µM],-1%[87.6 µM]
O=C(NCC1CC1)c1cc(-c2cccc(C(F)(F)F)c2)c2cccn2n1,-8,?,?,28µM*,nt,i,-20%
CCOC(=O)[C@@H]1[C@@H](O)C(=O)N(C)C12CCN(C(=O)OC)CC2,-4,nt,?,?,nt,nt,nt
COCCN1CCC2(CCC1=O)CCN(C(=O)Nc1cccc(Br)c1)CC2,-3,-7%,-19%,3%,0%,3%,4%
CN(C(=O)CSc1nc2ccc(NC(=O)c3cccc(F)c3)cc2s1)c1ccccc1,6,?,nt,nt,nt,nt,?
CSCCCN1C[C@@H](C(=O)O)C[C@H](C(=O)NCc2ccccn2)C1,2,30%[activator],5%,i,5%,-21%,5%

# Of the compounds above, ten contain fluorine.
SMILES,IP6K1 inhibitor,SNCA expr inh,NIH3T3 tox,HEK cytotox,Luciferase inh,GPT2 inhibitor,SNCA viab count
C[C@@]1(O)CCN(C(=O)c2cccc(-c3cccc(F)c3)c2)C[C@@H]1O,-16,?,-7%,i,0%,-4%,-7%
CC(C)c1ccc(NC(c2nnc(-c3ccccc3)o2)c2ccc(F)cc2Cl)cc1 (centres undefined),-5,-12%,nt,nt,nt,nt,15%
O=C(Nc1cccc(OCc2cc(=O)n3c4c(sc3n2)CCCC4)c1)c1ccc(F)cc1,4,47%[activator],nt,nt,nt,nt,-2%
O=C(c1ccc(F)cc1)N1CCC(C(=O)N2CCC(N3CCCC3=O)CC2)CC1,0,-21%,i,-6%,nt,-4%,10%
O=C(c1ccc2c(c1)OCCO2)N(Cc1cccnc1)c1nc2c(F)cc(F)cc2s1,4,79%[activator],nt,nt,nt,nt,-27%
C[S+](=O)([O-])c1ccc(-c2nc(C(=O)NCc3ccc(F)cc3)n3ccccc23)cc1,-16,-15%,1%,-1%,nt,-2%,2%
O=C(NCc1cccc(C(F)(F)F)c1)c1nc2sccn2c1-c1cccc(C(F)(F)F)c1,7,?,?,35µM*,nt,i,8%
COC1CN(c2cccc(F)c2)C12CCN(C(=O)CC1CCCC1)CC2 (centres undefined),-5,-14%,?,?,-9%,-13%,1%
O=C(NCC1CC1)c1cc(-c2cccc(C(F)(F)F)c2)c2cccn2n1,-8,?,?,28µM*,nt,i,-20%
CN(C(=O)CSc1nc2ccc(NC(=O)c3cccc(F)c3)cc2s1)c1ccccc1,6,?,nt,nt,nt,nt,?
